SRC1 TRFRET art: TR-FRET artefact, counter-screen to PPARgamma/SRC-1 agonist assay | TR-FRET ratio at 8 µM | AID 1051 | TR-FRET detection artefact counter-screen, emission ratio; stronger effect = higher value | 0.34% of 99,000 active; in the data active means TR-FRET ratio above about 2300; further: inactives centre near 1800; reference of the scale not given here
SRC3 TRFRET art: counter-screen for PPARgamma SRC-3 recruitment agonists: TR-FRET artefact; 0.39% of 99,000 active; TR-FRET ratio at 8 µM; PPARgamma/SRC-3 format; stronger effect = higher value; in the data active means TR-FRET ratio above about 2000; further: inactives centre near 1600; reference of the scale not given here
* marks the source's active call; other numbers are inactive results; & = joins results of further samples. Only part of the results is shown. The share of hits here may be higher or lower than overall.

SMILES	SRC1 TRFRET art	SRC3 TRFRET art
CC1CC(C)(C)NC(=S)N1CCCC(=O)NCCc1ccc(Cl)cc1 (centres undefined)	1991	1502
O=C(Nc1nc(COc2ccccc2)cs1)c1ccccc1F	1876	1557
COc1cccc(NC(=O)Nc2cccn(Cc3ccc(C)cc3)c2=O)c1	1777	1399
COc1ccc(-c2nnn(CC(=O)N(CC(=O)NC3CCCC3)Cc3ccco3)n2)cc1OC	1736	1555
O=c1oc2ccccc2c2c1nnn2CCO	1498	1505
CCCC(=O)NC(c1ccc(OC)cc1)c1ccc2cccnc2c1O (centres undefined)	1776	1431
CCS(=O)(=O)c1ccc2oc(SCC(=O)NCCc3ccc(OC)cc3)nc2c1	1555	1475
CCN1CCN(Cc2ccc(NC(=O)Nc3ccc(OC)cc3)cc2)CC1	1945	1524
Cc1ccc(SCCNC(=O)CN2C(=O)c3ccccc3S2(=O)=O)cc1	1709	1650
O=[N+]([O-])c1cccc(/C=N/Nc2nc(N3CCOCC3)nc(N3CCOCC3)n2)c1	1515	1506
S=C(Nc1ccccc1Cl)NC1CCN(Cc2ccccc2)CC1	1941	1612
Cc1nc2cc(C(=O)NCCN3CCOCC3)ccc2n1-c1ccc(F)cc1F	1588	1379
O=C(Nc1nc2ccccc2c(=O)[nH]1)c1ccccc1SCc1ccccc1	1612	2104*
CN(C)N=C1c2cc(S(=O)(=O)N3CCOCC3)ccc2-c2ccc(S(=O)(=O)N3CCOCC3)cc21	1845	1466
O=c1cc(CO)oc(C(Nc2cccc([N+](=O)[O-])c2)c2ccccn2)c1O (centres undefined)	1749	1523
O=C(Oc1ccc(Nc2ncnc3ccccc23)cc1)c1cccnc1	1739	1742
CN(c1ccccc1C(=O)Nc1ccc(F)c(F)c1)S(C)(=O)=O	1754	1605
O=C(NNc1cc(N2CCOCC2)nc(N2CCOCC2)n1)c1ccc(Cl)cc1Cl	1735	1782
CN(C)S(=O)(=O)Nc1cc(F)cc(F)c1	1884	1465
Cc1cc(Nc2ncc(Cl)cc2Cl)n(-c2ccccc2C)n1	1840	1436
C/C(Cn1cnc([N+](=O)[O-])n1)=N/NC(=O)COc1ccccc1Cl	1626	1487
C/C(=N\NC(=O)COc1ccc(C)cc1C(C)C)c1ccc(-n2ccnc2)cc1	1818	1741
O=[N+]([O-])c1cc(C(F)(F)F)ccc1NCCCN1CCOCC1	1744	1546
Cc1ccc(S(=O)(=O)Nc2ccc(SC(F)F)cc2)c(C)c1	1648	1464
CC(C)(C)NC(=O)C(=O)NNC(=O)c1ccccc1Br	1717	1399
CCSc1nnc(NC(=O)C2CC(=O)N(Cc3ccc(C)cc3)C2)s1 (centres undefined)	1858	1309
COc1ccc(-c2cc(C(=O)Nc3ccc(Cl)cc3Cl)c3ccccc3n2)cc1OC	1714	1466
NNC(=O)c1cc2ccccc2[nH]1	1775	1558
Fc1cccc(/C=N/NC(=S)Nc2ccccc2Cl)c1	1631	1617
O=C([C@H](O)c1ccccc1)N1CCC[C@H]1CO	2065	1689
Cc1cccc2nc(CSc3nc4[nH]ncc4c(=O)n3-c3ccccc3Cl)cc(=O)n12	1877	1699
C=CCn1c(N2CCOCC2)nc2c1c(=O)[nH]c(=O)n2C	2026	1799
O=C(CN1C(=O)C2CCCCC2C1=O)N1CCN(c2ccc(F)cc2)CC1 (centres undefined)	1520	1478
COC(=O)C(CC(C)C)NC(=O)c1cccs1 (centres undefined)	2026	1498
COC(=O)c1sccc1NC(=O)c1ccccc1	1818	1714
COCCn1c(SCC(=O)c2c[nH]c3ccccc23)nnc1-c1ccncc1	1843	1621
CC1=CC(=C(C#N)C#N)c2ccccc2N1C	1853	1558
O=C(CSc1cccc[n+]1[O-])Nc1ccc2c(c1)OCCO2	1728	1521
CNC(=O)CSc1ncnc2c1cnn2-c1ccccc1	1815	1580
CCN(CC(=O)Nc1ccc2c(c1)OCCO2)CC(=O)Nc1ccc2c(c1)OCO2	2052	1807
COc1ccc(OCC(=O)Nc2c3c(nn2C(C)(C)C)CSC3)cc1	1705	1692
Cc1ccc(S(=O)(=O)/N=C/c2cc(Br)ccc2O)cc1	1843	1460
CN(CCc1ccccn1)C(=O)CCC1CCCN(C(=O)c2c3c(nn2C)CCCC3)C1 (centres undefined)	1624	1662
COc1cc(/C=N/NC(N)=S)ccc1OCC(=O)N1CCOCC1	1892	1638
COc1ccc(S(=O)(=O)NNC(=O)c2sccc2-n2cccc2)cc1	1750	1401
COc1cc(CNCc2cccnc2)ccc1OCc1ccccc1	1888	1838
OCC1(CCCc2ccccc2)CCN(Cc2cc(F)ccc2F)CC1	1606	1408
Cn1ccnc1SCC(=O)Nc1cccc([N+](=O)[O-])c1	1549	1290
C=CCn1c(=O)[nH]c2cc(C(=O)N3CC=C(c4ccccc4)CC3)ccc2c1=O	1755	1556
Cc1ccc(C2(CCNC(C)c3cccs3)CCOC(C(C)C)C2)cc1 (centres undefined)	1809	1449
CN(C)CCOc1cccc(Br)c1	1953	1606
COc1cccc(CC2(CO)CCCN(CC3=Cc4cc(OC)ccc4OC3)C2)c1 (centres undefined)	1633	1429
O=C(Cc1cccs1)NCCCc1ccccc1	1728	1532
COc1ccc(C)cc1NC(=O)C(Sc1nnc(-c2ccncc2)n1-c1ccc(Cl)cc1)c1ccccc1 (centres undefined)	1868	1828
CCOC(=O)c1sc(=S)n(-c2cc(OC)ccc2OC)c1N	1916	1614
Cc1ccc(C(=O)C(OC(=O)c2cnccn2)c2ccccc2)cc1 (centres undefined)	1567	1701
COCCn1c(SCC(=O)c2cccc(OC)c2)nnc1-c1ccco1	1746	1474
O=C(O)CCn1ncc2ccccc2c1=O	1880	1621
CCN(CCCNC(=O)CNC(=O)Cn1cnc2ccccc2c1=O)c1ccccc1	1595	1675
COc1ccc2sc(N(CCN(C)C)C(=O)/C=C/c3cccs3)nc2c1	1798	1675

Next results follow.
SMILES	SRC1 TRFRET art	SRC3 TRFRET art
c1ccc2c(c1)OCC(c1nn3cnnc3s1)O2 (centres undefined)	1870	1538
COc1ccc(OCC(=O)Nc2nc3ccc(NC(C)=O)cc3s2)cc1	1761	1633
COC(=O)CC(NC(=O)C1CC1)c1ccc2c(c1)OCO2 (centres undefined)	1604	1503
COc1nc(N(C)C)nc(N2CC(=O)N(CCNS(=O)(=O)c3ccc(C)cc3)C2=N)n1	1544	1361
COC(=O)c1cc(OC)c(OC)cc1NC(=O)C1CCCO1 (centres undefined)	1804	1541
CCOC(=O)C1=C(C)NC(C)=C(C(=O)OC)C1c1cccc([N+](=O)[O-])c1 (centres undefined)	1779&1665	1695&1560
COc1ccc(/C(C)=N\Nc2nc(-c3ccc(Cl)cc3)cc(C(F)(F)F)n2)cc1OC	1823	1509
CN(C[C@H](c1ccccc1)N(C[C@H](Cc1ccccc1)N(CCc1ccccc1)N=O)N=O)N=O	1679	1793
O=C(NCC(O)c1ccc([N+](=O)[O-])cc1)C1CCCCC1 (centres undefined)	1807	1383
CCOc1ccc(N(CC(=O)Nc2ccc(OC)cc2)S(=O)(=O)c2c(C)[nH]c(=O)[nH]c2=O)cc1	1635	1607
CN(C)c1ncccc1-c1nc2ccccc2s1	1605	1492
COc1ccc(/C=N/OCC(=O)Nc2nc3ccccc3s2)cc1OC	1851	1854
Cc1cc(C)nc(N/N=C/c2c[nH]c3ccccc23)n1	1810	1724
CC(=O)N1CCC(N(CCN2CCOCC2)C(=S)Nc2c(C)cccc2C)CC1	1814	1641
COC(=O)CS(=O)(=O)c1ccc(C)cc1	1796	1445
O=C(COc1cccc2c1CCN(Cc1ccccc1F)C2=O)N1CCCCC1	1464	1279
CC1CCN(CC(O)COC2CC(C)CCC2C(C)C)CC1 (centres undefined)	1715	1685
O=C1OC(/C(=C\NCc2ccccc2)[N+](=O)[O-])c2ccccc21 (centres undefined)	1574	1570
Cc1cc(C(F)(F)F)n(-c2ccc(N)cc2)n1	1858	1715
O=C(CNC(=O)c1ccccc1)OC1CCCCC1	1951	1555
Cc1nc(NC(=O)CCl)sc1C(=O)N(C)C	2006	1541
NC1=NN(c2cccc(C(=O)O)c2)C(=O)C1	1755	1669
O=C(CS(=O)c1ccc(F)cc1)Nc1ccccc1Cl (centres undefined)	1845	1695
Cc1ccc(OCC(=O)Nc2cc(C(=O)O)cc(C(=O)O)c2)cc1C	1832	1656
CCc1cc2c(=O)n(Cc3ccco3)c(SCC(=O)NC3CCS(=O)(=O)C3)nc2s1 (centres undefined)	1852	1712
COc1ccc(CCCC(=O)Nc2ccc(F)cc2)cc1	1794	1538
C=C(C)c1cccc(C(C)(C)NC(=O)Nc2ccc(OC)cc2)c1	1667	1509
CC1CCN(CCNC(=S)Nc2ccc(Cl)cc2)CC1	1823	1397
O=C(CN1CCCCC1)NNc1nc(-c2ccccc2)c2cc(Cl)ccc2n1	1861	1533
CCCc1ncc(C(O)c2ccc(OC)cc2)n1C (centres undefined)	1932	1592
Cc1c(C(=O)N2CCCC2)oc2c1-c1[nH]ncc1CC2	1726	1620
COc1cc(C(=O)NS(=O)(=O)c2ccccc2C)ccc1Cc1cn(C)c2ccc(NC(=O)OC3CCCC3)cc12	1863	1536
Cc1ccc(S(=O)(=O)N(C)C)cc1NC(=S)NNC(=O)C(N)=O	1999	1682
COCC1CCCN(Cc2cn(-c3ccccc3F)nc2-c2cc(C)sc2C)C1 (centres undefined)	1620	1394
CCn1ccnc1CN1CCc2c([nH]c3ccccc23)C1CC(C)C (centres undefined)	1846	1595
COc1cccc(CN(C)C(=S)Nc2cccc(C)c2)c1	2013	1364
c1ccc(CSc2nnc3ccc(-c4ccncc4)nn23)cc1	1953	1786
CCOC(=O)C1(CCOC)CCN(C(C)CCc2ccc(OC)cc2)CC1 (centres undefined)	1727	1644
COc1cccc2c(SCC(=O)N/N=C/c3ccc(O)c(O)c3)cc(C)nc12	2060	1543
Cc1cccc(OCCOC(=O)Nc2ccccc2)c1	1558	1480
CC(=O)NC1=NN(C(C)=O)C(C)(c2ccco2)S1 (centres undefined)	1953	1563
CC(C)CNC(=O)c1cccc(NC(=O)COc2cccc([N+](=O)[O-])c2)c1	1983	1548
O=C(c1cccs1)C1C(c2ccc(Br)cc2)NC(=S)NC1(O)C(F)(F)F (centres undefined)	1729	1344
O=[N+]([O-])c1c(NCc2ccccc2)cc(N2CCc3ccccc3C2)c2nonc12	1727	1504
O=C(Cc1cccs1)N(CC1CCCO1)C1(C(=O)NC2CCCCC2)CCCCC1 (centres undefined)	1847	1553
N#Cc1ccc(CSc2nnc(NC(=O)c3ccc4ncsc4c3)s2)cc1	1882	1609
CC(C)=CC(=O)Nc1nnc(-c2ccccc2C)s1	2182	1593
COC(=O)[C@@]1(Cc2ccc(OC)cc2)[C@H]2c3cc(C(=O)N4CCCC4)n(CCc4c[nH]c5ccc(O)cc45)c3C[C@H]2CN1C(=O)c1ccccc1	1664	1686
COc1ccccc1NC(=O)Nc1ccc(F)c(F)c1	1881	1695
O=[N+]([O-])c1ccc(CCNc2cccc3ccccc23)c([N+](=O)[O-])c1	1777	1528
Cc1c(-c2cc(C(=O)O)no2)cnn1C	1790	1603
Cc1ccc(S(=O)(=O)N(C)C)cc1NC(=S)NCCCn1ccnc1	1776	1598
COc1ccc(C(=O)c2cc([N+](=O)[O-])ccc2N2CCN(C)CC2)cc1	1537	1533
COc1ccc2[nH]c(-c3cccc(F)c3)cc(=O)c2c1	1592	1293
CN(CC(=O)Nc1ccccc1-c1ccccc1)Cc1ccccc1Cl	1856	1654
CC(C)(C)NC(=O)CN(Cc1ccc2c(c1)OCO2)C(=O)CCC(=O)Nc1nccs1	2099	1541
Cc1cccc(C)c1NC(=O)c1sc(Cl)nc1C	1810	1492
O=C(CSc1nnc2c(n1)[nH]c1ccc(S(=O)(=O)N3CCOCC3)cc12)Nc1ccccc1Cl	2042	2209*
Cc1ccccc1NC(=O)C(=O)NCCCN1CCOCC1	1726	1666
CCC/C=N/NC(=O)c1cc(Br)ccc1O	1662	1260
CCc1nn2c(NCCOC)cc(C)nc2c1-c1ccc(F)cc1	1552	1637
S=C(c1ccc(-c2cccc(Cl)c2)o1)N1CCCCC1	2350*	1800
Cc1ccccc1C(=O)NC(CC(C)C)C(=O)Nc1ccc(F)c([N+](=O)[O-])c1 (centres undefined)	1758	1287

Bioassay records deposited in PubChem by The Scripps Research Institute Molecular Screening Center.
